SENP8 block: SENP8 protease inhibition; purified SENP8, Z-RLRGG-aminoluciferin cleavage, luminescence; inhibition, % at 10 µM; Q96LD8; actives 1.2% (n = 330,000)
Target sequence (Q96LD8 whole entry, looked up): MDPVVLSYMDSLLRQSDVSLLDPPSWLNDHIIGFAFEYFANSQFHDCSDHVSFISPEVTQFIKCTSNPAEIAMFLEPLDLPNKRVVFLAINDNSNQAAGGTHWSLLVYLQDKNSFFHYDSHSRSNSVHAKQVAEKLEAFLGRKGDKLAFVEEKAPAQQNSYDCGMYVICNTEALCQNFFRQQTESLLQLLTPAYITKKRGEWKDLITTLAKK
Apaf1 inhib: human Apaf-1 inhibition | O14727 | reconstituted apoptosome caspase-3 activity, DEVD-Rh110 fluorescence | inhibition, % at 20 µM | actives 0.71% (n = 330,000) | AID 489030; active = inhibition of at least 40% at 20 µM;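 note: plate controls were DMSO wells for no effect and DEVD-CHO caspase inhibitor wells for full effect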
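System: Apoptosome proteins | Medium: Hepes pH 7.5 with detergent and BSA | Also added: Cytochrome c trigger plus (Z-DEVD)2-Rh110 caspase-3 substrate | Incubation: 30 min compound preincubation, 50 min activation, room temperature | Detection: Rhodamine 110 fluorescence at Ex 480/Em 540 nm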
Gli-Sufu block: Gli-Sufu pathway antagonism; inhibition, % at 5 µM; actives 0.74% (n = 340,000); Sufu-KO-LIGHT fibroblasts, Gli luciferase reporter luminescence; AID 588413;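 active = inhibition above about 55%, limit read from the data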;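 note: 0% = DMSO-treated cells and 100% = wells with medium but no cells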
697 NFkB inh: lowers PMA/ionomycin-induced NF-kB signal in 697 B cells; 697 B-cell NF-kB luciferase reporter, 16 h; inhibition, % at 4 µM; actives 0.33% (n = 330,000); AID 435022; in the data active = inhibition above about 35%
HKDC1 inhibitor: blocks human hexokinase HKDC1 activity; AID 493160; actives 0.16% (n = 340,000); Q2TB90; recombinant HKDC1, G6PDH/diaphorase resazurin coupled fluorescence; inhibition, % at 20 µM;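 active = inhibition above about 35% when tested at 20 µM, limit read from the data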;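 note: plate controls were DMSO wells with enzyme for no effect and DMSO wells lacking enzyme for full effect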
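Material: recombinant HKDC1 hexokinase; Amount: HKDC1 at 5 µg/mL; Medium: Tris pH 8.0 buffer with MgCl2, Tween-20, BSA, BME; Schedule: 90 min reaction incubation at room temperature, dark; Technique: coupled resazurin fluorescence, excitation 525 nm, emission 613 nm.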
UBC13 inh: blocks human UBC13 polyubiquitin chain formation. TR-FRET. inhibition, % at 20 µM. actives 0.47% (n = 330,000). AID 485273; in the data active = inhibition above about 45%, passing the limit was not always enough
Target sequence (P61088 whole entry, looked up): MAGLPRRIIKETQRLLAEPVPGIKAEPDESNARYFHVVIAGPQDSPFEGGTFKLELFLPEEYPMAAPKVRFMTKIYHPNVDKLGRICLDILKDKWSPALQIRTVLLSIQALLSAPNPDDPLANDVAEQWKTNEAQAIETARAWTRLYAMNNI
SENP7 block: blocks the human protease SENP7. Q9BQF6. recombinant SENP7, Z-RLRGG-aminoluciferin luminescence, 40 min. inhibition, % at 5 µM. actives 1.5% (n = 330,000). AID 434973;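 active = inhibition above about 50% at the single test dose, limit read from the data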;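 note: plate controls were DMSO with enzyme for no effect and no enzyme buffer wells for full effect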
Target sequence (Q9BQF6 706-1050 limits assumed): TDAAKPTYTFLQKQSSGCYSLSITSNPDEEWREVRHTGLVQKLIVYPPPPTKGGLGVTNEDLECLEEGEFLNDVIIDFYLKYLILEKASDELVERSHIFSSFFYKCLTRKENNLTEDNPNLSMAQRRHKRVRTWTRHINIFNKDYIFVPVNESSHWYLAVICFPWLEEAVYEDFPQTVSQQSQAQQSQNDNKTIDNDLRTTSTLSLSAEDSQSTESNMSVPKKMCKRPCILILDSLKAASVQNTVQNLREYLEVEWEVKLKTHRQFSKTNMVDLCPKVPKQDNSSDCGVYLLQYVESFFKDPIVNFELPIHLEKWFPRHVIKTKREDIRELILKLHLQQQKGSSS
Jurkat NFkB inh: inhibitors of the PMA/ionomycin-induced NF-kB reporter in Jurkat cells; inhibition, % at 4 µM; PMA/ionomycin-induced NF-kB luciferase reporter, luminescence; actives 0.53% (n = 330,000)
* marks the source's active call; other numbers are inactive results; . = no result given. Cut-off read from the data, not from the text of the source, unless noted: active = inhibition above about 50%; inactive = the rest. This is a random part of the collection; about 3.6% have a hit in one of these screens.

molecule	SENP8 block	Apaf1 inhib	Gli-Sufu block	697 NFkB inh	HKDC1 inhibitor	UBC13 inh	SENP7 block	Jurkat NFkB inh
CCOCCCn1c(C)nc2c[n+](CC(=O)c3ccc4ccccc4c3)cc(Br)c21	-12	18	3	-23	-4	7	-6	2
COc1ccc(Cl)cc1S(=O)(=O)N1CCCC(C(=O)N2CCCC2)C1 (configuration not stated)	-6	-9	1	-14	-3	-6	14	6
COc1ccc(-c2ccnc3cc(C(=O)O)nn23)cc1	10	-14	-2	17	6	25	8	17
Cc1nn(-c2ccccc2)c(Cl)c1/C=N/NS(=O)(=O)c1ccc(Br)cc1	-7	19	-3	-21	1	-23	-1	-29
CCOc1ccc(S(=O)(=O)NN)cc1	4	-6	7	19	-3	2	4	2
CC1(C(=O)O)CCC(C(=O)Nc2ccc(F)cc2)C1(C)C (configuration not stated)	-2	-1	18	14	-12	6	-3	6
O=C1C(=O)c2ccccc2C(O)=C1CCCCl	26	83*	18	24	13	-61	8	10
O=C(CCCN1C(=O)c2ccccc2C1=O)Nc1ccc(Br)cn1	-7	-12	3	9	-7	1	-1	-8
COC(=O)c1sccc1NC(=O)Cc1ccc(OC)cc1	23	-5	1	-8	5	7	42	12
COc1ccc(N2CCN(C(=O)CSc3nnc(CNc4ccccc4)o3)CC2)cc1	-13	3	4	12	-8	-4	-7	1
COc1ccc(-c2noc(C(=O)NCc3ccc(F)cc3)n2)cc1OC	-2	8	-4	12	-5	6	-5	6
CCOc1ccc(S(=O)(=O)N2CCCC(C(=O)NCCN3CCOCC3)C2)cc1Cl (configuration not stated)	-3	1	7	-2	-4	-2	-2	-6
COc1ccccc1NC(=O)N1CCCC1C(=O)NCc1ccccc1Cl (configuration not stated)	9	-6	2	7	-2	1	-2	14
CCCOc1ccc(/C(O)=C2/C(=O)C(=O)N(CCCOC)C2c2ccncc2)cc1 (configuration not stated)	1	6	-6	-4	-3	-5	9	-6
COCCCNC(=O)Cn1nnc(-c2ccccc2NC(=O)c2ccc(F)cc2)n1	-7	-1	-1	10	5	6	-2	4
CCc1nnc(NC(=O)CCC(=O)N2CCN(Cc3ccc(F)cc3)CC2)s1	-6	10	5	-3	-8	-7	10	-3
Cn1c(=O)[nH]c(=O)c2c1nc(Sc1ccccc1)n2CCc1ccccc1	5	18	6	5	-2	9	0	-2
O=[N+]([O-])c1ccc(C(O)CN2CCN(c3ccccc3)CC2)cc1 (configuration not stated)	2	2	-1	5	-3	3	7	-10
Cc1ccc(C(O)Cn2cc([N+](=O)[O-])nc2C)cc1 (configuration not stated)	5	-11	1	10	-6	2	-4	2
COC(=O)c1cccc(NC(=O)CC2C(=O)NCCN2C(=O)c2ccc(F)cc2F)c1 (configuration not stated)	4	1	-1	27	-6	5	6	-4
COC(=O)c1ccc(CNC(=O)COC(=O)CC23CC4CC(CC(Br)(C4)C2)C3)cc1	3	20	-7	0	-5	13	2	18
CC1(C)Cc2c(C#N)c(N3CCOCC3)nc(-c3ccccc3)c2CO1	2	-4	7	-27	-3	15	-3	-4
CSc1cccc(N2CC(C(=O)NCCN3C(=O)S/C(=C\c4cccnc4)C3=O)CC2=O)c1 (configuration not stated)	-16	1	0	-20	0	-4	14	-12
COc1cc(CCC(=O)OCC(=O)Nc2ccccc2C(C)C)cc(OC)c1OC	-12	3	-6	7	13	-12	-2	2
CC#CCN1C=C(C(=O)OCC)C(C)N(Cc2ccc(Br)cc2)S1(=O)=O (configuration not stated)	.	25	1	-12	-1	.	-5	.
CCOCCCn1c(SC(C)C(=O)NCC2CCCO2)nc2sc(C)c(C)c2c1=O (configuration not stated)	6	-4	-2	6	-8	-8	5	17
CCOC(=O)CNC(=O)CNC(=O)c1nn(-c2ccc(OC)c(OC)c2)c(=O)c2ccccc12	-7	8	33	-8	1	-8	-12	-20
COC(=O)c1ccc(C)c(NC(=O)c2nn(C)c(=O)c3ccccc23)c1	-1	-3	3	15	-8	-2	-4	13
Cc1cccn2c(=O)c(C=O)c(Cl)nc12	-11	-9	-4	-19	11	-6	13	-9
CCC(C)[C@H](NC(=O)Nc1ccc(S(N)(=O)=O)cc1)C(=O)O (some centres not stated)	-10	-8	4	13	-1	13	-12	2
Cc1cccc2nc(COc3ccc(Cl)c4cccnc34)cn12	-5	3	-17	-3	-5	14	1	-16
COc1cccc(-n2cc(-c3ccc(F)cc3)[nH]c2=S)c1	10	12	-67	-178	0	3	77*	-64
COc1cc(C(=O)N2CCN(c3ccc([N+](=O)[O-])cc3)CC2)ccc1OCc1c(C)noc1C	-3	3	4	20	2	1	-6	26
O=C(NCCc1ccccc1)c1ccc(CS(=O)(=O)c2ccc(Br)cc2)o1	3	1	-14	-2	-2	-1	-3	6
COc1ccc(OCC(=O)Nc2nc3ccccc3[nH]2)cc1	2	-4	5	-29	-8	8	-3	-28
COc1ccc(S(=O)(=O)N2CCCCC2)cc1NC(=O)c1c(F)cccc1Cl	-4	1	4	14	0	3	-10	-21
O=C(Nc1ccc(Cl)c(Cl)c1)c1cccnc1	-19	8	-45	-44	2	-7	7	-31
COc1ccccc1OCCNC(=O)CC(NC(C)=O)c1ccccc1 (configuration not stated)	-4	-8	6	24	-1	4	-9	6
CN(C)CCN(Cc1cc2cc3c(cc2nc1Cl)OCO3)C(=O)c1ccco1	8	1	20	19	-4	2	5	-2
O=C(NCc1ccc2c(c1)OCO2)C1CCCN(S(=O)(=O)c2cccc3cccnc23)C1 (configuration not stated)	-4	-2	-6	1	3	4	-3	1
CCn1cc(CNC(=O)/C=C/c2ccc([N+](=O)[O-])cc2)cn1	-7	-9	-7	15	-5	11	-12	9
Cc1cc(NC(=O)CSC2=NS(=O)(=O)c3cc(Cl)ccc3N2)no1	3	-6	-8	6	-9	-4	0	5
O=C(NCc1ccccc1Cl)C1CCC(=O)N(C2CC2)C1 (configuration not stated)	-3	-9	-7	-17	-3	1	-6	-4
C/C(=N\Nc1nccnc1Cl)c1ccc(Br)cc1	1	7	-14	-3	-2	-7	1	-12
Cc1nc2ccc(NC(=S)N3CCN(c4ccccn4)CC3)cc2nc1C	-5	1	-4	2	7	-8	10	3
Cc1cccc(NC(=O)CCS(=O)(=O)c2ccccc2)c1	-11	3	-9	-28	0	-3	-3	-20
COc1ccc(S(=O)(=O)Cc2ccc(C(=O)N3CCN(c4cccc(C)c4C)CC3)o2)cc1	4	18	12	-25	-3	13	-5	48
Nc1nc2ccc(S(=O)(=O)N3CCCCC3)cc2s1	-4	12	15	16	-3	-12	8	8
Cc1cccc(NC(=O)Nc2cccnc2)c1C	3	-5	-11	-7	-5	-2	1	-2
Cc1ccc(S(=O)(=O)N/N=C/c2ccccc2F)cc1[N+](=O)[O-]	-1	-1	-6	11	9	6	4	9
COc1ccccc1C(=O)Nc1ccc2ccccc2c1	36	-14	-14	-91	3	7	36	-80
O=C(NC1CCCCCC1)C(=O)NC1CCCC1	-9	-2	-62	-42	-10	1	-4	-56
O=C(/C=C/c1ccccc1)OCCN=C1NS(=O)(=O)c2ccccc21	0	1	-14	11	-5	5	-5	11
CC(=O)c1c(C)[nH]c(C(=O)NCCc2cccc(C)c2)c1C	-1	-1	-64	-85	-3	5	5	-46
O=C(CCc1nnc2ccc(NCc3ccco3)nn12)N1CCN(c2ccccc2)CC1	-9	5	-3	-26	1	-1	-10	-2
CCOC1=NN(c2ccccc2)C(=O)/C1=C\N(C)C	7	-18	1	10	-1	3	4	7

(listing goes on)
molecule	SENP8 block	Apaf1 inhib	Gli-Sufu block	697 NFkB inh	HKDC1 inhibitor	UBC13 inh	SENP7 block	Jurkat NFkB inh
O=C(c1cccc(Br)c1)N1CCCc2ccccc21	2	5	0	-6	2	4	-8	8
Cc1nc2cnccc2n1C	-5	-2	0	14	1	-2	1	-16
CCN1CCN(c2ccc(S(=O)(=O)N3CCOCC3)cc2NC(=O)c2cc(Cl)nc3ccccc23)CC1	-7	1	5	4	-8	9	4	5
O=C(Nc1ccc2c(c1)OCO2)NC1(C(F)(F)F)Oc2ccccc2O1	-3	4	20	7	6	7	1	-5
CC(=O)Nc1ccc(S(=O)(=O)NCCC(=O)OCC(=O)NNC(=O)c2ccccc2)cc1	12	-4	-10	12	-4	-8	4	5
O=C(Nc1ccc(N2CCOCC2)c(S(=O)(=O)Nc2ccccc2Cl)c1)c1ccccc1	16	-8	-2	-8	6	8	0	7
Cc1ccccc1C(=O)N1CCC(C(=O)Nc2ccccn2)CC1	-5	11	-34	-25	-5	-10	1	-12
CC(O)[C@H]1CNC(=O)C(=O)N1CCCCC1CCCCC1 (some centres not stated)	-18	3	-16	-11	-1	-6	-20	13
CC(C)(C)NC(=O)Cn1nnc(-c2ccc(S(C)(=O)=O)cc2)n1	2	10	1	2	-1	-9	3	1
Cc1cc(C)n(CCNC(=O)CCc2nnc(CCc3ccccc3)o2)n1	-5	-6	-2	-23	-10	-4	-11	-21
CN1CCN(C(=O)c2ccc(Cn3cc(Cl)cn3)o2)CC1	-1	5	17	4	-5	5	3	3
Cc1ccc(S(=O)(=O)N(C)c2ccc(N)cc2)cc1	-3	-3	6	-7	3	-5	9	-5
CC(C)c1nc2ccccc2n1CC(O)COC1CCCCC1 (configuration not stated)	2	-1	9	7	-5	2	3	4
Cc1nnc(NC(=O)CCCN2C(=O)c3ccccc3C2=O)s1	5	-1	0	5	-6	-3	-2	14
Cc1ccc(S(=O)(=O)N2CCN(C(=O)c3cc(=O)[nH]c4ccccc34)CC2)c(C)c1	2	14	-19	8	4	-6	8	20
COCCNC(=O)C(=O)N/N=C/c1cccs1	4	-5	-4	11	-7	-2	-2	3

Reprinted at random: five compounds from above.
molecule	SENP8 block	Apaf1 inhib	Gli-Sufu block	697 NFkB inh	HKDC1 inhibitor	UBC13 inh	SENP7 block	Jurkat NFkB inh
COCCNC(=O)C(=O)N/N=C/c1cccs1	4	-5	-4	11	-7	-2	-2	3
CC(C)c1nc2ccccc2n1CC(O)COC1CCCCC1 (configuration not stated)	2	-1	9	7	-5	2	3	4
Cc1ccc(S(=O)(=O)N2CCN(C(=O)c3cc(=O)[nH]c4ccccc34)CC2)c(C)c1	2	14	-19	8	4	-6	8	20
CN1CCN(C(=O)c2ccc(Cn3cc(Cl)cn3)o2)CC1	-1	5	17	4	-5	5	3	3
CC(C)(C)NC(=O)Cn1nnc(-c2ccc(S(C)(=O)=O)cc2)n1	2	10	1	2	-1	-9	3	1

Going on with the list:
molecule	SENP8 block	Apaf1 inhib	Gli-Sufu block	697 NFkB inh	HKDC1 inhibitor	UBC13 inh	SENP7 block	Jurkat NFkB inh
CC(C(=O)N1c2ccc(F)cc2CCC1C)N1C(=O)c2ccccc2C1=O (configuration not stated)	-10	4	-4	-25	7	-2	-7	-19
Cc1noc(C)c1CSc1nc2sc(C)c(C)c2c(=O)n1-c1ccccc1	-10	19	14	-17	5	-5	-11	-14
CC(C)(C)C(=O)Nc1c2c(nn1-c1ccc(F)cc1)CSC2	-4	-3	1	5	-4	5	4	5
CCCCCCNS(=O)(=O)c1ccc(Cl)s1	7	18	2	-55	6	-7	10	-11
Cc1ccc2[nH]c3c(NCc4ccccc4)ncnc3c2c1	-7	23	22	-13	7	3	-2	-11
CCOC(=O)c1ccc(S(=O)(=O)NC2CCCCCCC2)n1C	-1	3	2	-4	-3	10	2	14
COc1ccc(C(=O)N2CCC(C(=O)Nc3ccc(OC)c(OC)c3)CC2)cc1	-5	6	4	11	-12	2	12	1
c1ccc(-c2cn3nc(-c4ccccc4)c(-c4ccccc4)nc3n2)cc1	2	16	-1	3	5	5	11	5
CN(C)S(=O)(=O)Nc1ccc(C(=O)O)cc1	2	-3	5	15	5	6	2	0
